Bioassay records from PubChem BioAssay.
CHOP UPR activ – apoptotic UPR (CHOP) activation | 330,000 tested, 0.34% active | CHO-CHOP luciferase reporter, luminescence; percent of tunicamycin response over DMSO baseline | activation, % at 10 µM | AID 449763;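 active = at 10 µM dose, activation of 40% or more, normalized to positive control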;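 note: 100% = tunicamycin at 10 µg/mL and 0% = DMSO alone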
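System: CHO-CHOP luciferase reporter cell line | Buffer or medium: F12 medium containing 10% fetal bovine serum | Doses: One dose, 10 µM in 0.5% DMSO | Times: 6 h compound exposure at 37 °C after overnight seeding | Signal: Luciferase luminescence | Read-out: % activation vs tunicamycin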
APJ antagonist – antagonists of human APJ apelin receptor. 330,000 tested, 0.32% active. inhibition, % at 20 µM. AID 2521. CHO-K1 APJ beta-arrestin complementation, luminescence;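 active = inhibition above about 40% at 20 µM, limit read from the data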;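 note: cells challenged with 10 nM apelin-13 agonist together with compound; plate controls were apelin-13 plus DMSO wells for no effect and DMSO wells lacking apelin-13 for full effect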
Target sequence (P35414 whole entry, looked up): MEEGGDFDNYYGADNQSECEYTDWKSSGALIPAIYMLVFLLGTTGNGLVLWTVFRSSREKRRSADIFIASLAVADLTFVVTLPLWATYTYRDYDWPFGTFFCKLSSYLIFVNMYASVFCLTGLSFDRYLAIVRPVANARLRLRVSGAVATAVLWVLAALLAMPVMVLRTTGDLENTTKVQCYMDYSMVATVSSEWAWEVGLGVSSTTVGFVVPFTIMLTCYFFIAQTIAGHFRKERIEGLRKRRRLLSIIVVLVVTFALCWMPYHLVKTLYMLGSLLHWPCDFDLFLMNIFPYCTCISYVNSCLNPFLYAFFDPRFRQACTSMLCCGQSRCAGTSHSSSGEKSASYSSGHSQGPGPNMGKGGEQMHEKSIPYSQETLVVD
Mdm2-MdmX inh – human Mdm2/MdmX binding inhibition | O15151+Q00987 | SaOS-2 split-luciferase Mdm2/MdmX complementation, luminescence | inhibition, % at 8 µM | 330,000 tested, 3% active;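 active = inhibition of at least 50% at 8 µM in the primary screen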
tim23-1 inh – tim23-1 yeast growth inhibition; S. cerevisiae tim23-1 growth, BacTiter-Glo luminescence, 24 h; inhibition, % at 20 µM; 330,000 tested, 1.3% active; AID 463212;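 active = growth inhibition of the mutant yeast at or above 50%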;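 note: temperature-sensitive mutant grown at 25 °C; plate controls were DMSO-treated mutant yeast for no effect and medium wells lacking yeast for full effect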
CXCR6 block – CXCR6 (human) receptor inhibition | 360,000 tested, 0.36% active | inhibition, % at 20 µM | CHO-K1 PathHunter CXCR6 beta-arrestin, luminescence; in the data active = inhibition above about 34%, passing the limit was not always enough;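 note: antagonist mode with CXCL16 agonist at 10 nM final; 0% = 10 nM CXCL16 with DMSO and 100% = unstimulated wells without agonist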
XBP1 UPR activ – activators of adaptive arm of unfolded protein response (XBP1); CHO-XBP1 luciferase reporter, IRE1-XBP1 UPR activation, luminescence; percent of tunicamycin response, DMSO as zero; activation, % at 20 µM; 330,000 tested, 0.33% active; AID 463104;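 active = versus positive control, 20 µM dose yields 30% or more activation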;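 note: 100% = tunicamycin at 10 µg/mL and 0% = DMSO only wells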
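Assay system: IRE1-XBP1 luciferase reporter CHO line. Input: 1000 cells/well. Buffer or medium: F12 with 10% serum. Doses: 20 µM, 1% DMSO. Times: overnight seeding at 37 °C, 6 h compound treatment at 37 °C. Technique: Steady-Glo luciferase glow luminescence, 10 min after reagent addition.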
CCR6 antagonist – blocks CCL20-driven beta-arrestin recruitment at human CCR6; AID 493098; CHO-K1 CCR6 PathHunter beta-arrestin, luminescence, CCL20-stimulated; inhibition, % at 20 µM; 340,000 tested, 0.49% active;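 active = compounds whose inhibition of the agonist-driven luminescence signal at 20 µM reaches about 50%, limit read from the data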;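 note: cells stimulated with CCL20 at 14 nM final; plate controls were DMSO with CCL20 for no effect and DMSO without agonist for full effect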
APJ agonist – APJ receptor agonism. CHO-K1 APJ PathHunter beta-arrestin, luminescence; 0% DMSO wells, 100% apelin. activation, % at 20 µM. 330,000 tested, 0.11% active. P35414;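 active = activation more than six SD over the plate average, tested at 20 µM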;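 note: 0% = DMSO alone and 100% = apelin-13 at 10 nM; some results filed as inactive read as strong as hits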
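Material: CHO-K1 APJ beta-arrestin complementation cell line; Input: cell density 1000 per well; Incubation: compound stimulation 90 min at 25 °C, detection 60 min; Signal: luminescence from split beta-galactosidase complementation, Galacton Star/Emerald II substrate; Controls: DMSO-only wells as negative, 10 nM Apelin-13 as positive control.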
EBI2 block – EBI2 (human) antagonism | P32249 | inhibition, % at 5 µM | 360,000 tested, 0.81% active | EBI2 beta-arrestin recruitment, luminescence, 7a,25-OHC stimulated; in the data active = inhibition above about 38%;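 note: enzyme fragment complementation signal reports receptor beta-arrestin coupling in cells; 0% = agonist plus DMSO wells and 100% = wells without agonist; some results beyond the cut were filed as inactive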
Target sequence (P32249 whole entry, looked up, the tested form may be a part): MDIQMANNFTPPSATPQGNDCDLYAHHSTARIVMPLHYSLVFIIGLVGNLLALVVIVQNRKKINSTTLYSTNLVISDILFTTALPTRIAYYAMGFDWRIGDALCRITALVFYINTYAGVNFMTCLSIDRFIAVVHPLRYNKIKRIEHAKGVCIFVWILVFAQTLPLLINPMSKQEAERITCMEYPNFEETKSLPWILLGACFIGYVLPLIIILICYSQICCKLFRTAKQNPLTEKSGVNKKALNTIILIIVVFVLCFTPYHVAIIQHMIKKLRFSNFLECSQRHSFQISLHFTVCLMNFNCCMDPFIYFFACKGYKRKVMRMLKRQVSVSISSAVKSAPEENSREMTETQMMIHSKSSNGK
Numbers without * were called inactive; . = no result given. Some of the compounds tested; count on the stated rates, not on these rows.

item	SMILES	CHOP UPR activ	APJ antagonist	Mdm2-MdmX inh	tim23-1 inh	CXCR6 block
1	CSCCC(NS(=O)(=O)/C=C/c1ccccc1)C(=O)O (configuration not stated)	-1.2	-5	2	8	2
2	CCc1ccc(C(=O)NNC(=O)C2CC(=O)N(Cc3ccccc3)C2)cc1 (configuration not stated)	-1.2	-2	5	-8	8
3	CN(Cc1nc(-c2ccc(Cl)cc2)no1)C(=O)c1ccc2c(c1)OCO2	-0.8	-7	-5	-4	-1
4	COc1ccc(CNC(=O)CCCCCNc2nc(=S)[nH]c3ccccc23)cc1	1.0	-2	21	8	-4
5	OCCCc1cn(Cc2ccccc2)c2ccccc12	0.6	10	16	20	-3
6	Cc1nc(CNS(=O)(=O)c2cccc(F)c2)cs1	-0.9	19	22	0	1
7	CNc1nc(N)c([N+](=O)[O-])c(Nc2cccc(Cl)c2)n1	0.7	5	24	59*	-12
8	C=CCNC(=S)N1CCC(C(=O)c2ccc(C)cc2)CC1	1.7	2	-4	12	-3
9	CC1=CC(C)[C@H](/C=N/n2c(=O)[nH]c3c([nH]c4ccc(C)cc43)c2=O)C(C)C1 (some centres not stated)	3.4	-11	86*	3	-27
10	Cc1c(NS(=O)(=O)c2cccs2)cccc1-c1nc2cccnc2s1	3.5	-5	-21	59*	-4
11	COc1cccc(N2C(=O)Nc3ccc(Br)cc3C2(O)C(=O)NCCCOC(C)C)c1 (configuration not stated)	2.3	-7	-8	15	-5
12	CN1CCc2nc3sc(C(=O)NCc4ccccc4)c(N)c3cc2C1	-0.1	7	-30	-7	7
13	Cc1cc(NC(=O)COC(=O)C2CC(=O)N(c3cccc(Cl)c3)C2)no1 (configuration not stated)	-0.7	15	-8	20	-2
14	Cc1c(C)c2ccc(OCC(=O)NC(Cc3c[nH]c4ccc(O)cc34)C(=O)O)c(C)c2oc1=O (configuration not stated)	0.1	-69	1	0	0
15	C/C(CC(=O)Nc1ccc2c(c1)OCCO2)=N\NC(=O)COc1ccc(Cl)c(C)c1	-1.8	-4	20	12	-12

item	XBP1 UPR activ	CCR6 antagonist	APJ agonist	EBI2 block
1	0	1	0	-3
2	-3	7	3	-11
3	-3	3	0	-6
4	-3	0	1	13
5	0	5	-4	1
6	-2	-5	-6	-10
7	15	2	4	10
8	-2	13	-2	-10
9	87*	1	10	3
10	1	1	-1	-14
11	-3	-1	-3	8
12	0	10	4	0
13	4	12	0	-6
14	0	10	-1	-13
15	-2	1	-1	11

Next structures:
item	SMILES	CHOP UPR activ	APJ antagonist	Mdm2-MdmX inh	tim23-1 inh	CXCR6 block
16	CC(=O)c1c(C)n(CCO)c2ccc(O)cc12	0.7	-4	18	6	-2
17	O=C(COC(=O)[C@@H]1CC(O)CN1S(=O)(=O)c1ccccc1[N+](=O)[O-])Nc1ccc2ccccc2c1 (some centres not stated)	-0.8	3	7	5	-10
18	CCC(C)NC(=O)CN(c1cc(C)ccc1OC)S(C)(=O)=O (configuration not stated)	-1.5	-14	19	-13	1
19	C=CCc1cccc2cc(C(=O)NNC(=O)CC#N)c(=O)oc12	-1.2	8	28	3	4
20	O=C(NCCNc1ccccc1[N+](=O)[O-])c1cc(F)c(F)cc1Cl	8.2	0	-64	13	11
21	O=C(CCN1CCN(c2ccccc2)CC1)c1ccc(Br)cc1	1.5	2	13	17	-6
22	O=Cc1c(SCCO)nc2ccccn2c1=O	-0.3	0	16	5	3
23	COc1ccc(-n2ccn(CC(=O)Nc3ccccc3OC)c(=O)c2=O)cc1	-0.8	0	17	-9	-2
24	COc1cc(C2c3c(-c4cc(Cl)c(C)cc4O)n[nH]c3C(=O)N2Cc2cccnc2)ccc1O (configuration not stated)	-0.9	-2	36	9	-3
25	O=C(N/N=C1\CCCc2oc(C(=O)O)cc21)c1ccccc1	-0.4	-12	5	7	10
26	CN(C)CCNC(=O)Nc1cccc(Cl)c1Cl	-1.2	-18	-5	3	-8
27	CC(=O)NCCn1c(SCC(=O)c2ccc(Cl)cc2)nc2ccccc2c1=O	-0.7	-4	10	16	6
28	CCOc1ccc(NS(=O)(=O)c2cc(Cl)ccc2OC)cc1	-1.0	-1	11	-8	-2
29	COc1ccc(NC(=O)c2ccccc2[N+](=O)[O-])cc1OC	4.5	-3	11	5	0
30	Cc1ccc(NC(=S)N(CCCN2CCOCC2)Cc2ccco2)cc1	0.2	-11	-13	1	-4

item	XBP1 UPR activ	CCR6 antagonist	APJ agonist	EBI2 block
16	-1	2	-1	-6
17	0	4	-1	-18
18	0	13	-4	-3
19	-1	13	-4	18
20	-3	17	-6	5
21	-6	-1	0	-1
22	-1	-1	-4	-2
23	-6	11	-1	-10
24	7	0	4	6
25	-5	9	0	-2
26	-3	-13	-1	-9
27	16	3	5	6
28	-3	14	-2	3
29	2	0	1	-3
30	-3	10	0	-3

Next section
item	SMILES	CHOP UPR activ	APJ antagonist	Mdm2-MdmX inh	tim23-1 inh	CXCR6 block
31	O=P(O)(CP(=O)(c1ccccc1)c1ccccc1)c1ccccc1	0.9	-21	10	-7	0
32	CSc1nc2sc3c(c2c2nncn12)CCC3	0.9	-12	13	33	3
33	CCOC(=O)c1ccc2ncc(C(=O)OCC)c(NCCN(C)C)c2c1	-2.7	14	6	-3	10
34	O=C(CCc1ccccc1)Nc1ccc(NC(=O)C2CCCCC2)nc1	-0.7	15	11	-2	-6
35	Oc1c(Br)cc(Br)cc1/C=N/NC(=S)N[C@H]1CC2C=CC1C2 (some centres not stated)	-1.6	-2	30	57*	29
36	Cc1nc(C)c(C(=O)NNS(=O)(=O)c2ccc3ccccc3c2)s1	-4.2	-1	16	5	-7
37	Cc1ccc(C)c(NC(=O)Cc2nc(CCl)cs2)c1	4.0	21	21	21	4
38	CCC1(C)Cc2ccccc2-c2nc3n(c(=O)c21)CCCCC3 (configuration not stated)	1.1	1	0	19	-4
39	CC(C)N(C(=O)[C@H]1C[C@H](CC(=O)NCCN2CCOCC2)C(=O)N2CCc3c([nH]c4cc(-c5ccco5)ccc34)[C@]12C)C(C)C	0.9	.	47	30	2
40	OCCNc1nc(NCc2ccccc2)c2ccccc2n1	4.8	19	-10	-3	3
41	Cc1ccc(Nc2ccccc2N)cc1	1.5	6	18	-7	-2
42	O=C(N[C@@H](Cc1c[nH]c2ccccc12)C(=O)O)C1CCN(S(=O)(=O)c2ccc(Cl)cc2)CC1	0.6	21	4	4	-12
43	CCN(Cc1ccccc1)C(=O)CN1C(=O)COc2ccc(S(=O)(=O)N3CCCCCC3)cc21	4.2	27	0	16	12
44	O=C(CSc1ccccc1)Nc1nnc(COc2ccc(Cl)cc2)s1	0.3	-1	13	4	5
45	CC(=O)c1c(NCCc2ccccc2)cc(C)oc1=O	-0.6	-17	-8	22	7

item	XBP1 UPR activ	CCR6 antagonist	APJ agonist	EBI2 block
31	-3	3	3	1
32	6	0	-4	-5
33	0	5	-4	15
34	8	5	1	-5
35	5	25	4	12
36	-4	14	2	-6
37	-1	12	-4	-2
38	-2	2	-5	2
39	3	9	.	7
40	-3	10	-2	2
41	2	16	-2	5
42	4	-18	-3	-10
43	-5	13	9	15
44	-2	22	-4	-8
45	-1	10	2	2

Brought forward from above: two compounds, then new ones.
item	SMILES	CHOP UPR activ	APJ antagonist	Mdm2-MdmX inh	tim23-1 inh	CXCR6 block
44	O=C(CSc1ccccc1)Nc1nnc(COc2ccc(Cl)cc2)s1	0.3	-1	13	4	5
45	CC(=O)c1c(NCCc2ccccc2)cc(C)oc1=O	-0.6	-17	-8	22	7
46	CCOc1ccc(C(=O)/C=C/c2ccc(SC)cc2)cc1	3.9	-4	-6	16	-1
47	CCCn1c(N)c(C(=O)CN(C)CC(=O)Nc2cccc(F)c2)c(=O)[nH]c1=O	0.6	12	10	7	12
48	O=C(NC(=O)c1cccc(OC(F)(F)C(F)F)c1)OC1CCS(=O)(=O)C1 (configuration not stated)	0.2	7	21	-7	-2
49	O=C(CCN1C(=O)C2C3C=CC(C3)C2C1=O)NCCc1ccccc1Cl (configuration not stated)	-0.8	-6	12	7	-4
50	Cc1nnc(Nc2ccccc2F)s1	-0.8	6	1	5	-4
51	O=[N+]([O-])c1cccc(S(=O)(=O)NCc2ccncc2)c1	4.8	-26	-2	-31	-4
52	CCc1ccc(C2=NN(CCC(=O)NC(C)CCc3ccccc3)C(=O)CC2)cc1 (configuration not stated)	-1.0	-6	25	7	-2
53	CCCC(=O)N1CCN(c2nc3ccccc3s2)CC1	4.4	-38	-104	10	2
54	CCOc1ccccc1NC(=O)C(=O)/C=C(\O)c1cc(OC)ccc1OC	-0.3	-2	22	-32	1
55	Cc1ccccc1Cn1c(=O)n(CCCC(=O)NCc2ccco2)c(=O)c2sccc21	-1.5	6	26	24	5
56	Cc1ccccc1-c1ccc(Nc2ccc(C(=O)N3CCOCC3)cc2)nn1	-0.3	-18	1	10	-3
57	CC(CCc1ccc(O)cc1)NC1C2CC3CC(C2)CC1C3 (configuration not stated)	-0.1	0	11	-23	-1

item	XBP1 UPR activ	CCR6 antagonist	APJ agonist	EBI2 block
44	-2	22	-4	-8
45	-1	10	2	2
46	4	11	-3	61*
47	1	14	-3	-8
48	-2	-9	0	-15
49	-1	-3	-4	9
50	-3	12	-3	-11
51	9	4	6	-5
52	-1	20	-3	10
53	0	5	3	2
54	2	4	4	-4
55	1	22	-2	7
56	-2	0	-2	8
57	-2	7	-3	0

Compound profiles, from the list above. Order of screens: CHOP UPR activ, APJ antagonist, Mdm2-MdmX inh, tim23-1 inh, CXCR6 block, XBP1 UPR activ, CCR6 antagonist, APJ agonist, EBI2 block
Cc1ccccc1-c1ccc(Nc2ccc(C(=O)N3CCOCC3)cc2)nn1 is listed as -0.3, -18, 1, 10, -3, -2, 0, -2, 8
O=[N+]([O-])c1cccc(S(=O)(=O)NCc2ccncc2)c1 is listed as 4.8, -26, -2, -31, -4, 9, 4, 6, -5
O=C(N/N=C1\CCCc2oc(C(=O)O)cc21)c1ccccc1 is listed as -0.4, -12, 5, 7, 10, -5, 9, 0, -2
O=C(CCN1C(=O)C2C3C=CC(C3)C2C1=O)NCCc1ccccc1Cl (configuration not stated) is listed as -0.8, -6, 12, 7, -4, -1, -3, -4, 9
CCCC(=O)N1CCN(c2nc3ccccc3s2)CC1 is listed as 4.4, -38, -104, 10, 2, 0, 5, 3, 2
